# From PubChem BioAssay
# miR-122 sensor = miR-122 Renilla sensor signal increase in Huh7, primary screen, miR-122 inhibitor project, cell-based, single point, plate reader. Huh7 miR-122 Renilla luciferase sensor, 48 h; neutral wells = 0, positive control = 100. activation (reporter increase), % at 12.5 µM. 340,000 tested, 0.3% active;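 active means mean replicate activation score at least 90 and every replicate individually at or above 90; inconclusive means only one of the two criteria met; inactive means neither criterion met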;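 further: higher luciferase means less miR-122 activity so hits act as miR-122 inhibitors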
# FN deposit inh = inhibitors of fibronectin matrix deposition, primary screen, AH1F cells, Alexa488-fibronectin fluorescence, plate reader. AH1F fibroblasts, overnight. inhibition, % at 12.6 µM. 350,000 tested, 0.086% active;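 active means mean inhibition across replicates of 30% or more, regardless of how many single replicates reach that level; inconclusive means mean under 30% yet at least half of replicates reach 30%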;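 further: positive control wells lacked labelled fibronectin entirely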
#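 Schedule: 1 h cell adhesion before compound, then overnight fibronectin incubation; test system: AH1F fibroblast monolayer depositing Alexa488-labelled fibronectin into matrix; quantity: 10000 AH1F cells per well; probe or stimulus: fluorescent fibronectin at 24 nM final; signal: fluorescence, ex 485 nm, em 525 nm; evaluation: percent inhibition as loss of matrix-bound fibronectin fluorescence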
# EWS-Fli block = EWS/Fli-driven NR0B1 reporter inhibitors, primary screen, A673 cells, NR0B1 luciferase, luminescence, MLPCN library | viability-normalised | inhibition, % at 12.6 µM | 350,000 tested, 0.67% active | AID 651661, 2012;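 active means mean inhibition of at least 50% after viability correction, with every replicate also passing that limit; inconclusive means mean reaches 50% but only one of two replicates passes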;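 further: firefly luciferase signal divided by Alamar Blue viability fluorescence both relative to DMSO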
# PGC1a acetyl inh = inhibitors of PGC1a acetylation signal, primary screen, cell-based, U2OS, AlphaScreen, inhibitor mode | AlphaScreen anti-acetyl-lysine; with virally co-expressed GCN5 acetyltransferase | 350,000 tested, 0.17% active | AID 651687, 2012 | inhibition, % at 15.6 µM;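 active means every replicate shows inhibition of at least 40%; inconclusive means mean inhibition at least 40% but some replicate below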;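 further: 0% = neutral control wells and 100% = positive control wells; some results beyond the cut were filed as inactive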
# PAX8 inh HTS = inhibitors of PAX8-driven TPO luciferase reporter, primary screen, RMG-I cells, single concentration | 360,000 tested, 1.2% active | inhibition, % at 12.6 µM | SteadyGlo, 24 h | AID 652154, 2013;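 active means mean replicate inhibition at least 60% with every replicate also reaching 60%; inconclusive means only one of the two criteria is met; inactive means mean below 60% and not all replicates reaching 60%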;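 further: luciferase light reporting Pax8 driven TPO promoter activity; plate controls were median of neutral control wells for no effect and mitoxantrone controls for full effect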
# Cneo AK release = Cryptococcus neoformans cell lysis inducers, primary screen, AK release luminescence, single concentration | C. neoformans lysis, adenylate kinase release luminescence, 4 h; normalised: neutral wells 0, clomiphene wells 100 | lysis activity, % at 15 µM | 360,000 tested, 0.2% active;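 active means mean lysis activity across replicates of at least 80%, whatever share of replicates individually reach that level; inactive means mean lysis activity below 80%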
#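 Assay system: Cryptococcus neoformans yeast cells / Dosing: single-point compound dose / Timing: 4 h at 37 °C static, read 1 h later / Measured by: luminescence of released adenylate kinase using an AK detection reagent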
# CASP6 VEID inh = human caspase-6 inhibitors, primary screen, biochemical, VEID-R110 fluorescence, single point, set 2. purified caspase-6, Z-VEID-R110 cleavage fluorescence. AID 686996, 2013. 350,000 tested, 0.53% active. P55212. inhibition, % at 12.5 µM;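 active means mean inhibition across replicates at least about 35%, with every replicate also reaching that limit, limit read from the data; inconclusive means only one of the two criteria met; inactive means neither criterion met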;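 further: 0% = median of neutral control wells and 100% = no fluorescence left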
# Target sequence (P55212 24-179 limits assumed): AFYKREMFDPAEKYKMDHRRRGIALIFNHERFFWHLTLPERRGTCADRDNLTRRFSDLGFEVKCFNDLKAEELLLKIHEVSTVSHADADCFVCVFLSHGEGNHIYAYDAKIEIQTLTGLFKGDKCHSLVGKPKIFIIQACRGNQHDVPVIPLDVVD
# Target sequence (P55212 194-293 limits assumed): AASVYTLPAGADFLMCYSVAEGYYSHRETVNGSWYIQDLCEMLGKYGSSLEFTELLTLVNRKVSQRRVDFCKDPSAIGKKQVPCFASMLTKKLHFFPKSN
# LGR2 antag = inhibitors of bursicon-induced LGR2 CRE-luciferase signal, primary screen, cell-based, HEK293, CRE-luciferase reporter, bursicon stimulation. Drosophila bursicon receptor LGR2 (rickets). bursicon-stimulated, 4 h. inhibition, % at 9.99 µM. 380,000 tested, 0.35% active;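 active means drop in luminescence signal, shown as inhibition above about 50% in the replicate tests, limit read from the data, passing the limit was not always enough; inconclusive means probably only some replicates passing the limit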;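 further: agonist challenge used bursicon conditioned medium at about half maximal strength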
# * marks the source's active call; other numbers are inactive results; u = inconclusive; x = not tested or not shown; [ ] = dose if it differs, or a comment.
SMILES,miR-122 sensor,FN deposit inh,EWS-Fli block,PGC1a acetyl inh,PAX8 inh HTS,Cneo AK release,CASP6 VEID inh,LGR2 antag
C[C@H](CO)N1C[C@H](C)[C@H](CN(C)C(=O)c2ccc3ccn(C)c3c2)OCc2cn(nn2)CCCC1=O,2[16.7 µM],8,2,9,-8,x,x,6
Nc1[nH]c(C(=O)c2ccc(Br)cc2)c(-c2ccccc2Br)c1C(=O)NCCc1c[nH]c2ccccc12,x,-9,-10,x,25,x,-1,1
CO[C@H]1CC[C@H]2CCOc3ccc(C#N)cc3C(=O)N(C)C[C@@H](c3ccccc3)CC(=O)N(C)C[C@@H]1O2,x,5,3,x,-1,1,1,7
CCNC(=S)N/N=C(\C)c1ccc(N2CCOCC2)cc1,x,-2,4,x,1,x,-3,-24
C[C@@H]1CN([C@H](C)CO)C(=O)c2cc(NC(=O)Nc3cccc4ccccc34)ccc2O[C@@H](C)CCCCO[C@H]1CN(C)S(=O)(=O)c1cccs1,-11[16.7 µM],x,15,-21,3,1,x,-22
COc1ccc2c(c1OC)C(=O)OC2CC(=O)c1ccc(O)c(O)c1 (centres undefined),-5,3,x,8,x,0,x,x
Cc1ccccc1C(=O)Nc1ccccc1NC(=O)c1ccccc1C,2,-6,11,-7,-9,1,1,0
O=C1CCCC2=C1C(c1ccc3c(c1)OCO3)c1c([nH]n(-c3ccccc3)c1=O)N2 (centres undefined),191*,-26,x,-2,3,-2,x,x
CCN(CC)C(=O)c1cccc(NC(=O)C2=COCCO2)c1,-9,30,-5,12,-2,2,1,-10
COc1ccc(-c2ccc(SCC(=O)N3CCOCC3)nn2)cc1OC,-8,9,x,7,x,-1,x,23
CC(C)(C)OC(=O)N1Cc2ccccc2C[C@H]1C(=O)O,-3,x,x,-1,x,1,x,2
Cn1c(NCc2ccccc2F)nc2cc(-c3ccccc3)sc2c1=O,-4,0,0,-16,-11,-1,2,-17
Clc1ccc(-c2nnc3n2CCCC3)cc1Cl,-17,-8,x,7,x,-1,x,x
COc1ccc(-n2c(Cc3cccn3C)nnc2SCC(=O)Nc2nc(C)cs2)cc1,-1,-1,9,x,15,0,-1,8
Cc1noc(C)c1S(=O)(=O)N(C)C[C@H]1OCCCC[C@H](C)Oc2ccc(NS(=O)(=O)c3ccc(F)cc3)cc2C(=O)N([C@@H](C)CO)C[C@@H]1C,4[16.7 µM],-6,-1,8,6,49,x,14
CN(C)c1ccc(P(=O)(CC(=O)N/N=C/c2ccc(C#N)cc2)OCCCl)cc1 (centres undefined),1,-21,6,0,-4,x,-1,-13
CCOC(=O)[C@]12CCC=C1N(Cc1ccco1)C(=O)[C@H](CC(=O)N1CCCCC1)C2,x,1,-8,x,3,x,1,-12
O=C(NC1CCCC1)C(c1ccccn1)N(Cc1ccc(F)cc1)C(=O)c1csnn1 (centres undefined),x,-5,1,x,-15,1,2,-16
O=C(CCc1ccccc1)Nc1ccccc1C(F)(F)F,x,3,-17,x,-1,-2,0,x
COc1ccccc1C(CNC(=O)c1cccc(NS(=O)(=O)c2ccc(Br)cc2)c1)N(C)C (centres undefined),-1,3,9,x,x,-2,-4,4
CCCN1C[C@H](C)[C@H](OC)CN(C)C(=O)c2cc(NC(=O)CC(F)(F)F)ccc2OC[C@H]1C,x,-1,x,0,-17,x,2,-6
CC(C)CCN1C(=O)CCC1(C)C(=O)NC1CCCCCCC1 (centres undefined),-4,x,7,-7,x,1,-2,x
Clc1ccccc1-c1nc(-c2ccc(Br)o2)no1,x,9,-34,x,-44,-4,1,22
C=CCn1cc(-c2ccc(Cl)cc2)cc(C#N)c1=O,-3,x,x,8,x,0,x,-17
CC(Oc1ccccc1)c1ccnc2nc(N3CCOCC3)nn12 (centres undefined),-8,1,-5,6,-18,1,1,1
Cc1ccc2c(c1)C(O)(C1COC(C)(C)CC1=O)C(=O)N2C (centres undefined),0,-2,29,13,5,2,3,5
CC(C)OC(=O)c1c(NC(=O)c2cccs2)sc2c1CCCC2,-1,-8,x,9,x,-2,x,x
C[C@H](CO)N1C[C@H](C)[C@@H](CN(C)Cc2ccccn2)Oc2cc(C3=CCCC3)ccc2S1(=O)=O,28[16.7 µM],6,17,-7,17,2,-1,-16
CN(C[C@@H]1N[C@H](CO)[C@@H]1c1ccc(-c2cccc(F)c2)cc1)S(C)(=O)=O,50[16.7 µM],-8,17,4,-4,0,0,-3
CCCNC(=O)C[C@@H]1CC[C@@H]2[C@H](COc3ccc(NC(=O)c4cc(C)on4)cc3C(=O)N2C)O1,5[16.7 µM],8,1,8,0,1,1,-3
O=C(C[C@H]1C[C@H]2c3cc(NS(=O)(=O)c4ccc(F)cc4)ccc3O[C@H]2[C@@H](CO)O1)NCc1ccncc1,4[16.7 µM],-4,2,-3,x,5,2,-14
CCNC(=O)C[C@@H]1CC[C@@H]2[C@H](COc3ccc(NC(=O)Nc4ccccc4F)cc3C(=O)N2C)O1,-4[16.7 µM],6,-1,2,7,-2,0,6
CN1C(=O)c2cc(NC(=O)c3cccc(F)c3)ccc2OC[C@@H]2O[C@H](CC(=O)NCC3CC3)CC[C@H]21,x,0,-8,-3,3,x,0,14
CCOC(=O)c1sc(NC(=O)/C=C/c2ccc(F)cc2)nc1C,-3,-3,-1,44,-4,x,2,-18
COc1cc2c(cc1OC)CN(CC(=O)Nc1ccc(S(=O)(=O)N3CCCC3)cc1)CC2,-9,3,7,-1,9,-3,2,7
C[C@H](CO)N1C[C@H](C)[C@@H](CN(C)C(=O)C2CCC2)Oc2cc(C3=CCCCC3)ccc2S1(=O)=O,33[16.7 µM],x,13,-3,x,6,1,-2
CCCN1C2=NCCCN2c2ccccc21,x,3,x,7,x,0,x,5
C=CCNC(=S)NNC(=O)c1ccccc1OCC,5,4,2,9,25,2,1,8
CC(=O)/C(=N\Nc1ccccc1)Oc1ccc([N+](=O)[O-])cc1,-6,-5,x,x,5,-2,x,x
COc1cccc(S(=O)(=O)N(C)C[C@@H]2Oc3cc(C#CCC(C)C)ccc3S(=O)(=O)N([C@@H](C)CO)C[C@H]2C)c1,-4[16.7 µM],6,34,-3,x,4,0,10
O=C1c2ccccc2S(=O)(=O)N1CC(O)COc1ccc(Cl)cc1 (centres undefined),0,-4,x,9,x,-5,x,x
CC(=O)OC(C)(C)/C=C/C(=O)[C@](C)(O)C1[C@H](O)C[C@@]2(C)C3CC=C4C(C=C(O[C@@H]5O[C@H](CO)[C@@H](O)[C@H](O)[C@H]5O)C(=O)C4(C)C)[C@]3(C)C(=O)C[C@]12C (some centres undefined),x,24,-10,x,102*,0,-4,u
Cc1ccccc1NC(=O)CCCn1nc(C)c2c(C)n(-c3ccccc3)nc2c1=O,-4,-7,-3,-20,10,1,x,-3
O=C(O)C1C2C=CC(C2)C1C(=O)NC(c1ccccc1)c1ccccc1 (centres undefined),-1,-1,x,-21,x,2,x,2
CCCCc1c(O)nc(SCCN(C)C)n(-c2ccccc2)c1=O,8,8,x,0,0,-1,x,x
C[C@H](CO)N1C[C@H](C)[C@H](CN(C)C(=O)c2cccnc2)Oc2ncc(/C=C/c3ccccc3)cc2C1=O,6[16.7 µM],x,-5,2,-5,-3,-1,-15
CCCS(=O)(=O)NC(=O)C1(C)CCCN(C(=O)c2cccc(Cl)c2)C1 (centres undefined),-4,7,11,13,3,1,1,7
CCS(=O)(=O)N1CCN(c2ccc(Cl)cc2[N+](=O)[O-])CC1,-2,-2,x,-5,-7,-2,x,2
COc1ccc2c(c1)c(=O)c(C(=O)c1ccc(F)cc1)cn2CC(=O)Nc1ccc(F)cc1,5,0,9,30,29,1,1,20
CCNC(=O)C[C@H]1CC[C@H]2[C@H](COc3ccc(NC(=O)c4ccccc4)cc3C(=O)N2C)O1,8[16.7 µM],x,-8,-3,-18,0,-2,-3
CC1(C)Cc2c(sc3nc[nH]c(=O)c23)CO1,11,-1,6,-3,10,-1,-2,17
COc1cccc(S(=O)(=O)N2C[C@@H](O)COC[C@H]3O[C@H](CC(=O)NCCCN4CCOCC4)CC[C@@H]32)c1,-7[16.7 µM],3,-8,6,-5,1,-24,8
O=C(C1CCCO1)N1CCC(c2nc3ccccc3[nH]2)CC1 (centres undefined),-5,x,9,-3,x,0,2,-1
COc1cc(C(=O)Nc2cccc(-c3cn4cccnc4n3)c2)cc(OC)c1OC,-7,x,-9,4,-8,-1,1,8
COc1ccccc1/C=C/C(=O)NCC(=O)N/N=C(\CCC(=O)O)c1ccccc1,x,x,6,x,6,x,9,1
CCCNC(=O)N(C)C[C@@H]1Oc2cc(-c3ccncc3)ccc2S(=O)(=O)N([C@H](C)CO)C[C@H]1C,9[16.7 µM],x,-14,4,-11,0,-1,0
C[C@@H]1CCCCO[C@@H](CN(C)C(=O)CCC(F)(F)F)[C@H](C)CN([C@@H](C)CO)C(=O)c2cc(NS(=O)(=O)c3cccs3)ccc2O1,-4[16.7 µM],x,-5,-1,-9,1,x,-33
COc1ccccc1Cc1c(C2CCCCC2)nc2c3ccccc3ccn12,x,-1,14,x,7,x,-4,-23
NC(=S)Nc1cccc(O)c1,1,-10,-8,x,21,-3,0,-1
CCc1ccc(N(C(=O)c2snc(C(N)=O)c2N)C(C(=O)NCC2CCCO2)c2ccco2)cc1 (centres undefined),x,-6,2,x,-2,-3,-1,17

# Continuation:
SMILES,miR-122 sensor,FN deposit inh,EWS-Fli block,PGC1a acetyl inh,PAX8 inh HTS,Cneo AK release,CASP6 VEID inh,LGR2 antag
Cc1cccnc1N(C(=O)Nc1cccc(Cl)c1)C1=NCC(C)(C)S1,x,10,1,x,-10,x,0,3
CCN(C(=O)COC(=O)/C=C/c1nc2ccccc2s1)C1CCS(=O)(=O)C1 (centres undefined),-6,10,0,-17,5,-2,-6,9
Cn1c(SCC(=O)Nc2sccc2C(N)=O)nc2ccccc2c1=O,-7,3,-5,-16,13,-2,1,0
COc1ccc(CN2CC3(CN(C(=O)C4CC4)C3)c3c(n(C)c4cc(OC)ccc34)[C@@H]2CO)cc1,x,x,-2,x,4,x,1,-16
Cc1cc(C)n(C(=O)c2cc(F)c(F)cc2C)n1,x,6,-6,x,1,x,0,0
S=c1[nH]nc(CSc2nc3ccccc3s2)n1Cc1ccccc1,3,x,x,-8,4,0,x,x
O=C1COc2ccc(C(=O)COC(=O)CNC(=O)c3ccco3)cc2N1,x,-11,4,x,8,x,4,-29

# Entries above that have a CF3 group, in the order listed:
SMILES,miR-122 sensor,FN deposit inh,EWS-Fli block,PGC1a acetyl inh,PAX8 inh HTS,Cneo AK release,CASP6 VEID inh,LGR2 antag
O=C(CCc1ccccc1)Nc1ccccc1C(F)(F)F,x,3,-17,x,-1,-2,0,x
CCCN1C[C@H](C)[C@H](OC)CN(C)C(=O)c2cc(NC(=O)CC(F)(F)F)ccc2OC[C@H]1C,x,-1,x,0,-17,x,2,-6
C[C@@H]1CCCCO[C@@H](CN(C)C(=O)CCC(F)(F)F)[C@H](C)CN([C@@H](C)CO)C(=O)c2cc(NS(=O)(=O)c3cccs3)ccc2O1,-4[16.7 µM],x,-5,-1,-9,1,x,-33

# Compounds as they come; about 2.5% have a hit in one of these screens.
